Screening results: PubChem BioAssay, several laboratories
PostGolgi yeast – growth inhibition of a yeast mutant, post-Golgi transport screen; 98,000 tested, 0.9% active; inhibition, % at 10 µM; post-Golgi transport phenotypic cell assay;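 also: yeast cells grown in 1536-well plates; yeast grown about 18 h at 30C before absorbance read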
PostGolgi ctrl – inhibits growth of the yeast control strain; efflux-deficient yeast background strain, growth absorbance A615, 16 h; inhibition, % at 10 µM; 98,000 tested, 5% active; AID 738
CYP2C19 act – increases human CYP2C19 enzyme activity; activation factor at 5 µM; 96,000 tested, under 10 active; recombinant CYP2C19, luciferin-H EGE luminescence; active compounds read high; 0 = fully inhibited enzyme, 1 = untreated enzyme; P33261;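 active = activation factor of at least 2 at 5 µM in the primary screen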;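 also: 0 = wells with 2.5 mM tranylcypromine and 1 = vehicle-only wells; values of inactives mirror those of a sister screen read the other way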
Target sequence (P33261 whole entry, looked up): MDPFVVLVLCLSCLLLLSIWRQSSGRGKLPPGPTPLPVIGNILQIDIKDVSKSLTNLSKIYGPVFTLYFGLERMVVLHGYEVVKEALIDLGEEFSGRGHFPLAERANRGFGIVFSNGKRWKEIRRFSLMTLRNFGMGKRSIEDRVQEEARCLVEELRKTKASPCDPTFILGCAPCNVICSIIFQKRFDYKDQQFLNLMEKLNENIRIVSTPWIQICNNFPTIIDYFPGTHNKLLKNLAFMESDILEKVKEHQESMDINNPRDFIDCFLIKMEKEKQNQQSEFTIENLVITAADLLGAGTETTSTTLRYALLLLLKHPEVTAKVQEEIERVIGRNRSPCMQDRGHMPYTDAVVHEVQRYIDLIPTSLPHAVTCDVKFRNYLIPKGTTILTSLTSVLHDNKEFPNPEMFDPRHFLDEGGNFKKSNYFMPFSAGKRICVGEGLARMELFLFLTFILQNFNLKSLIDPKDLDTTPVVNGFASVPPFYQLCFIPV
CYP2C19 inh – inhibitors of human CYP2C19; AID 778; CYP2C19 Supersomes, luciferin-H EGE luminescence, 30 min; inhibition, % at 5 µM; 96,000 tested, 21% active; P33261;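 active = CYP2C19 inhibition above a set limit at 5 µM in the primary screen, cut at about 50% in these data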;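 also: plate controls were negative control wells for no effect and 2.5 mM tranylcypromine positive control for full effect; values of inactives mirror those of a sister screen read the other way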
DAT uptake mod – modulates human dopamine transporter uptake under cocaine; B-score at 10 µM; AID 449768; 110,000 tested, 1.3% active; LLC-PK1 hDAT cells, [14C]-dopamine uptake with cocaine IC80; actives deviate in either direction; Q01959;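 active = Z score or B-score, a plate-position-corrected score, falls beyond the plate's 99.7% confidence bounds, in either direction; inactive = both scores lie inside the 99.7% bounds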;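 also: scored against the spread of the other compound wells on the same plate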
sEH act – increases human soluble epoxide hydrolase activity; P34913; purified human sEH enzymatic activity, activator screen; activation, % at 2 µM; 91,000 tested, 0.04% active; in the data active = activation above about 37%; also: values of inactives mirror those of a sister screen read the other way
S1P2 agonist – S1P2 (human) receptor agonism; activation, % at 4.5 µM; 97,000 tested, 0.46% active; O95136; AID 729; S1P2-expressing cell line, agonist reporter read-out; in the data active = activation above about 16%;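 also: 0% = vehicle low control and 100% = maximal reference agonist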
Target sequence (O95136 whole entry, looked up): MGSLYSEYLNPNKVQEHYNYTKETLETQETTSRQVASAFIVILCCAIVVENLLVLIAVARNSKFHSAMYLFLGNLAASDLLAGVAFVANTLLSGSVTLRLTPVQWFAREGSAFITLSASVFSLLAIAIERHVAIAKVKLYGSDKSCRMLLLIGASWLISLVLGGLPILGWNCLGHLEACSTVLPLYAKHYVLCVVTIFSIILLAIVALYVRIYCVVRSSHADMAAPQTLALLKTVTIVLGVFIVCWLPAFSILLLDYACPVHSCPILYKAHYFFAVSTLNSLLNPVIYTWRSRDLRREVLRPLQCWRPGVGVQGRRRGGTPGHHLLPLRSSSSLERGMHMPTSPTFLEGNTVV
S1P2 antag – blocks the human S1P2 receptor. inhibition, % at 5 µM. cell-based S1P2 antagonist assay, inhibition at 5 uM. 97,000 tested, 0.21% active. AID 736. O95136; in the data active = inhibition above about 45%;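 also: CRE beta-lactamase reporter cells expressing human S1P2 stimulated with S1P; 0% = agonist at EC80 alone and 100% = agonist plus reference antagonist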
sEH inhibitor – soluble epoxide hydrolase (human) inhibition; P34913; recombinant human sEH enzymatic activity assay; inhibition, % at 2 µM; 91,000 tested, 0.34% active; in the data active = inhibition above about 80%; also: values of inactives mirror those of a sister screen read the other way; many of its hits are not listed in these tables
Starred values were filed as active, the others as inactive; . = not tested or not shown. Rule as the data show it, unless noted: active = inhibition above about 30%; inactive = the rest.

SMILES	PostGolgi yeast	PostGolgi ctrl	CYP2C19 act	CYP2C19 inh	DAT uptake mod	sEH act	S1P2 agonist	S1P2 antag	sEH inhibitor
CCOc1ccccc1OCC(=O)Nc1ccc(S(=O)(=O)N(C)C)cc1	3	7	0.8	20	.	11	-4	14	-10
O=C(Oc1cccc(Oc2ccccc2)c1)N1CCOCC1	-8	10	0.4	63*	1.7	13	-5	3	-14
O=S(=O)(c1ccc(S(=O)(=O)N2CCCN(Cc3ccccc3)C2)cc1)N1CCCCCC1	11	10	0.3	72*	0.95	8	5	-17	-8
O=C(CSc1ccccn1)Nc1ccc(Br)cn1	-4	26	0.5	54*	-0.69	-1	-3	12	3
CC(=O)Nc1ccc(S(=O)(=O)NCc2csc(C)n2)cc1	.	.	.	.	0.37	5	-9	-10	-1
Cc1csc(NC(=O)CCc2nc3ccccc3s2)n1	0	1	0.2	83*	1.4	0	-3	14	-4
CC1CC(C)CN(CC(=O)Nc2ccc3c(c2)OCCO3)C1 (centres undefined)	3	10	0.9	15	-0.72	-50	-8	-24	50
COc1ccc(CC(=O)Nc2ccc(S(=O)(=O)Nc3nccc(C)n3)cc2)cc1	1	18	1.1	-10	0.08	4	-4	-22	-6
COC(=O)C1CCN(C(=O)c2cc3ccccc3oc2=O)CC1	2	9	0.4	56*	-0.43	13	-2	-24	-14
CCOc1ccc(-c2nnn(CC(=O)NCc3ccco3)n2)cc1OCC	.	.	.	.	1	-7	-2	-8	10
CCNc1nc(NCC)n2c(SCC(=O)O)nnc2n1	-5	-1	1.1	-7	-0.33	-4	-7	1	6
COCCNC(=O)C1=C(N)C(C(=O)Nc2ccc(C)c(S(=O)(=O)N3CCCCC3)c2)SC1=Nc1ccc(C)cc1C (centres undefined)	2	4	0.8	24	-0.0097	-9	-3	-3	12
CC1CC(=O)N(Cc2ccccc2)c2ccccc2N1C=O (centres undefined)	-3	7	0.9	10	0.85	.	.	.	.
Nc1nnc(SCc2cccnc2)s1	-7	0	1.1	-13	-0.062	-4	-1	-3	5
O=C(N/N=C/c1ccc(Sc2ccccn2)o1)c1cc2ccccc2cc1O	-5	0	0	98*	0.019	0	-8	-16	0
COC(=O)CCS(=O)(=O)c1cc(Cl)ccc1Cl	17	4	0.6	39	0.36	-2	-4	11	4
COC(=O)C1=C(C)OC(N)=C(C#N)C1c1ccccc1 (centres undefined)	-4	4	0.2	83*	-0.067	-5	-4	1	8
COc1cc2c(cc1OC)C1=C(C#N)CN(CC(=O)O)CN1CC2	-3	-2	0.7	27	.	.	23*	-28	.
Cc1ccc(N2C(=O)CC2(C#N)c2ccc(OCc3ccccc3)cc2)cc1 (centres undefined)	11	20	0.8	18	0.25	-3	-7	9	6
Cn1c(=O)c(=O)n(C)c2cc(S(=O)(=O)N3CCc4ccccc43)ccc21	4	3	0.9	15	2.3	.	-6	26	.
CCC(=O)c1ccc(CCCCCC(=O)O)s1	-2	-2	0.8	15	-0.19	0	0	25	2
CCOC(=O)C1CCN(C(=O)Nc2cccc(Cl)c2)CC1	.	.	.	.	-0.75	-32	3	-22	34
NC(=O)c1oc2ccccc2c1NC(=O)c1nc2ccccc2s1	-4	2	0.9	10	-0.24	-2	0	-7	2
Cc1ccsc1C(C(=O)NC1CCCCC1)N(C(=O)Cc1cccs1)C1CC1 (centres undefined)	-5	34*	1	-3	-1	-8	-3	-10	5
Cc1cc(C)cc(N(CC(=O)Nc2c(C)n(C)n(-c3ccccc3)c2=O)S(C)(=O)=O)c1	14	-3	0.4	63*	.	4	-2	9	-5

Following part:
SMILES	PostGolgi yeast	PostGolgi ctrl	CYP2C19 act	CYP2C19 inh	DAT uptake mod	sEH act	S1P2 agonist	S1P2 antag	sEH inhibitor
COc1ccc(S(=O)(=O)NCCc2csc(C)n2)cc1C	9	-1	0.3	74*	0.2	.	-5	13	.
COc1ccc(CCN2C(=O)C(O)=C(C(C)=O)C2c2ccccc2OC)cc1OC (centres undefined)	-2	-1	1.1	-15	-0.27	-6	-5	14	6
COCCCn1c(SCc2nnc(-c3ccc(OC)c(OC)c3)o2)nnc1-c1ccncc1	.	.	.	.	-0.57	4	-1	-7	-2
COc1ccc(Cn2nnc3c(=O)[nH]c(C4CCN(C(=O)c5ccccc5Cl)CC4)nc32)cc1	2	1	0.4	57*	0.13	-6	-14	-13	7
COc1cccc(NC(=O)CN2C(=O)COc3ccc(Cl)cc32)c1	4	7	0.1	92*	0.4	.	-1	-1	.
CC(=O)c1cccc(NC(=O)c2onc(C)c2Cl)c1	-5	0	0.9	9	-0.48	.	2	3	.
Cc1ccc2nc3ccc(N4CCN(C)CC4)nn3c(=O)c2c1	-3	10	0.8	21	.	-20	-3	-9	19
Cc1ccc(C(=O)Nc2cccc(N(C)S(C)(=O)=O)c2)cc1S(=O)(=O)Nc1ccccc1	-5	-2	0.5	46	0.37	-36	-5	-8	37
Cc1ccc(C(=O)Nc2ccc(Cl)cn2)cc1S(=O)(=O)N1CCOCC1	10	14	1.1	-5	0.61	-62	-3	4	62
CC(C)CN(C(=O)COC(=O)Cn1cnc2ccccc2c1=O)C1CCS(=O)(=O)C1 (centres undefined)	-6	0	1	-1	-0.25	.	-6	15	.
Cc1noc(NS(=O)(=O)c2ccc(NC(=O)c3cnc4scc(C)n4c3=O)cc2)c1C	-1	-10	1.1	-10	-0.059	.	.	.	.
CNC(=O)c1ccc(CNC(=O)OCC(F)(F)F)cc1	1	21	0.9	5	-1.3	-8	-3	1	10
C=CCn1c(=O)c2c(C)c(C)sc2n2c(Nc3ccc(OC)cc3)nnc12	22	3	0.8	23	-0.59	-6	-1	-28	9
O=C(NCc1ccncc1)c1ccc(Br)cc1	8	3	0.5	51*	-0.73	-11	-6	15	9
O=C(NCCCNCc1ccccc1)c1ccccn1	5	36*	0.9	5	-1.7	.	.	.	.
COc1ccc2[nH]c3nc(SC(C)C)nnc3c2c1	30	18	0.9	8	.	12	-2	-22	-9
Cc1c(C(=O)OC2CCCC2)[nH]c2c1C(=O)CC(c1ccco1)C2 (centres undefined)	-3	-1	0.8	22	-0.8	.	.	.	.
COC(=O)c1ccccc1NC(=O)C(C)NS(=O)(=O)c1ccc(OC)cc1 (centres undefined)	5	3	0.4	57*	0.22	11	-7	-14	-7
O=C(Nc1ccc2oc(-c3ccncc3)nc2c1)c1c(F)c(F)c(F)c(F)c1F	-6	11	1	4	0.17	12	0	-12	-12
O=C(Cn1c(=O)c2c(ncn2C2CCCC2)n(Cc2ccccc2)c1=O)N1CCc2ccccc21	2	11	0.9	11	1	6	-5	7	-7
CN(Cc1nc2ccccc2n1C)S(=O)(=O)c1ccc(F)cc1	-22	20	0.2	84*	-0.44	-9	-2	1	8
CCCN(CCC)C(C(=O)Nc1cccc(OC)c1)c1ccccc1 (centres undefined)	4	27	0.1	88*	-0.2	2	-4	-2	2
Cc1cccc2cc3c(N)c(C#N)sc3nc12	15	7	1.1	-5	2.1	-4	-4	9	1
CC(=O)c1sc(NC(=O)C(C)C)nc1C	-8	1	0.9	8	-0.072	-2	-8	2	5
COc1ccc(C(=O)/C=C2\NCC3c4ccccc4CCN3C2=O)cc1 (centres undefined)	-7	14	1	-1	0.76	4	-7	-12	-4

Gathered by group: the entries above containing an aryl methoxy group
SMILES	PostGolgi yeast	PostGolgi ctrl	CYP2C19 act	CYP2C19 inh	DAT uptake mod	sEH act	S1P2 agonist	S1P2 antag	sEH inhibitor
COc1ccc(CC(=O)Nc2ccc(S(=O)(=O)Nc3nccc(C)n3)cc2)cc1	1	18	1.1	-10	0.08	4	-4	-22	-6
COc1cc2c(cc1OC)C1=C(C#N)CN(CC(=O)O)CN1CC2	-3	-2	0.7	27	.	.	23*	-28	.
COc1ccc(S(=O)(=O)NCCc2csc(C)n2)cc1C	9	-1	0.3	74*	0.2	.	-5	13	.
COc1ccc(CCN2C(=O)C(O)=C(C(C)=O)C2c2ccccc2OC)cc1OC (centres undefined)	-2	-1	1.1	-15	-0.27	-6	-5	14	6
COCCCn1c(SCc2nnc(-c3ccc(OC)c(OC)c3)o2)nnc1-c1ccncc1	.	.	.	.	-0.57	4	-1	-7	-2
COc1ccc(Cn2nnc3c(=O)[nH]c(C4CCN(C(=O)c5ccccc5Cl)CC4)nc32)cc1	2	1	0.4	57*	0.13	-6	-14	-13	7
COc1cccc(NC(=O)CN2C(=O)COc3ccc(Cl)cc32)c1	4	7	0.1	92*	0.4	.	-1	-1	.
C=CCn1c(=O)c2c(C)c(C)sc2n2c(Nc3ccc(OC)cc3)nnc12	22	3	0.8	23	-0.59	-6	-1	-28	9
COc1ccc2[nH]c3nc(SC(C)C)nnc3c2c1	30	18	0.9	8	.	12	-2	-22	-9
COC(=O)c1ccccc1NC(=O)C(C)NS(=O)(=O)c1ccc(OC)cc1 (centres undefined)	5	3	0.4	57*	0.22	11	-7	-14	-7
CCCN(CCC)C(C(=O)Nc1cccc(OC)c1)c1ccccc1 (centres undefined)	4	27	0.1	88*	-0.2	2	-4	-2	2
COc1ccc(C(=O)/C=C2\NCC3c4ccccc4CCN3C2=O)cc1 (centres undefined)	-7	14	1	-1	0.76	4	-7	-12	-4

More entries follow:
SMILES	PostGolgi yeast	PostGolgi ctrl	CYP2C19 act	CYP2C19 inh	DAT uptake mod	sEH act	S1P2 agonist	S1P2 antag	sEH inhibitor
CC1CC(C)CN(C(=O)Cn2c(SCC(=O)N3CCc4ccccc4C3)nc3ccccc32)C1 (centres undefined)	.	.	.	.	-0.2	-4	-5	-11	7
COc1ccc(CCC(=O)N2CCc3ccccc32)cc1	4	30	0.4	60*	0.66	4	-5	16	-1
COC(=O)c1ccc(Cl)c(NC(=O)NC2CCCCC2)c1	-6	2	0.7	27	0.15	-73	-3	19	73
CCn1c(COc2ccccc2C)nnc1SCC(=O)O	-2	7	0.8	18	-0.51	-12	-5	13	12
CCN(CC)C(=O)CSc1nnc(C2CCCCC2)o1	0	11	0.9	9	0.062	-12	-5	17	14
NC(=O)C1(c2ccccc2)CCOCC1	-18	7	0.9	10	-0.16	8	-3	-8	-2
COc1ccc2c(c1)cc(C)c1nnc(SCC(=O)N(C)c3nc(-c4ccccc4)cs3)n12	8	8	1.1	-10	-0.11	-3	-5	17	6
C=CCn1c(N2C(=O)CC(Cc3ccccc3)C2=O)nc2ccccc21 (centres undefined)	0	12	0.2	79*	-0.22	-27	0	0	25
Cc1cc(C)cc(-c2nnc(SCC(=O)c3ccc4c(c3)OCCO4)o2)c1	.	.	.	.	1.1	0	-7	-12	0
N#C/C(=C1/CCCN1)c1ccccn1	-7	3	1.1	-7	-1.2	-2	-4	18	4
